SR-BI HDL uptake: mouse SR-BI HDL lipid transfer inhibition; Q61009; ldlA[mSR-BI] CHO cells, DiI-HDL uptake fluorescence, 3 h; inhibition, % at 12.5 µM; 0.96% of 320,000 active;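 active = mean replicate inhibition of at least 70% and a set share of replicates each scoring 70 or more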;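 also: 0% = median of neutral control wells and 100% = median of positive control wells; values of inactives mirror those of a sister screen read the other way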
Target sequence (Q61009 whole entry, looked up): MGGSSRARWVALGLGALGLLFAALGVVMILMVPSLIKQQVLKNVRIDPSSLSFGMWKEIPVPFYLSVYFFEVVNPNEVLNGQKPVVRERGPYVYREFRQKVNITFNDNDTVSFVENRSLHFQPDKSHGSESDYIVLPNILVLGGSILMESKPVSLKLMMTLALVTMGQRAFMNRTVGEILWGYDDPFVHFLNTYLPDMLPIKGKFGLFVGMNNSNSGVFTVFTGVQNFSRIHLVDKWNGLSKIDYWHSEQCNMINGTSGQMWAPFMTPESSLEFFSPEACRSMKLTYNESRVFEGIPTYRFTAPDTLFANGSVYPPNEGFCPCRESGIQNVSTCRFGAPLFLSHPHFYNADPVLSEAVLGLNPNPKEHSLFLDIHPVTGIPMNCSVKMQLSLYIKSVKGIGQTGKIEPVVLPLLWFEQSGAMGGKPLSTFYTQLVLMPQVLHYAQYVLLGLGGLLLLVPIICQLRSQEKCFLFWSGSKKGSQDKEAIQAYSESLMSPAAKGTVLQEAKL
Tat export inh: blocks Tat-dependent protein export in E. coli. E. coli MC4100 TorA-mCherry Tat export, fluorescence. inhibition, % at 10 µM. 0.036% of 340,000 active. AID 488895;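 active = mean replicate inhibition at least 50% and at least half of replicates individually reaching 50%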;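 also: exported cargo escapes ClpAP degradation while cytoplasmic cargo is degraded and loses fluorescence; 0% = median of neutral control wells and 100% = median of NaSCN control wells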
AddAB inh: less growth of phage-infected E. coli with AddAB | AID 435030 | 0.29% of 330,000 active | E. coli expressing H. pylori AddAB, absorbance growth | inhibition, % at 11.9 µM; in the data active = inhibition above about 12%;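 also: 0% = vehicle wells of infected cells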
CAL PDZ FP-1: human CAL PDZ-peptide interaction inhibition | Q9HD26 | purified CAL PDZ, TMR-peptide fluorescence polarization, 1 h | inhibition, % at 20 µM | 0.02% of 330,000 active | AID 504414;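 active = highest replicate inhibition of at least 40%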;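 also: plate controls were DMSO neutral control wells for no effect and unlabeled competitor peptide control wells for full effect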
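material = purified tagged CAL PDZ domain construct (CerCALP) | compound dosing = 20 µM, one dose | times = 1 h at RT | measured by = fluorescence polarization from S- and P-plane intensities, G-factor corrected | read-out = inhibition from polarization loss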
SR-BI uptake up: activators of SR-BI mediated HDL lipid uptake; CHO ldlA[mSR-BI] cells, DiI-HDL uptake fluorescence, 3 h; 100 = double the neutral-control signal; activation, % at 12.5 µM; AID 504775; 0.096% of 320,000 active;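 active = mean replicate activation of at least 60% and every replicate at or above 60%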;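 also: 0% = median plate neutral-control signal and 100% = twice that signal; values of inactives mirror those of a sister screen read the other way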
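Material – SR-BI-overexpressing, LDLR-lacking CHO cells · Medium – BSA-supplemented, HEPES-buffered Ham's F12, pH 7.4 · Doses – single concentration · Times – compound with DiI-HDL co-incubation, 3 h at 37 °C · Measured by – bottom-read fluorescence, 550/595 nm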
CAL PDZ FP-2: blocks peptide binding to the human CAL PDZ domain | AID 602252 | purified CAL PDZ, TMR-peptide fluorescence polarization, 1 h | inhibition, % at 24.9 µM | 0.92% of 300,000 active | Q9HD26;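 active = mean inhibition of at least 30% with at least half of replicates also reaching 30%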;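 also: 0% = DMSO neutral control and 100% = excess unlabeled competitor peptide PRC23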
MITF TRPM1 HTS: MITF TRPM1 promoter activation in melanoma cells; AID 588334; activation, % at 12.5 µM; SK-MEL-5 TRPM1-promoter luciferase, 24 h; % of positive control, neutral wells = 0; 0.75% of 300,000 active;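 active = mean activation of at least 80% with every replicate also reaching 80%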;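 also: 0% = neutral control wells and 100% = parthenolide positive control wells; values of inactives mirror those of a sister screen read the other way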
phage Ecoli inh: E. coli growth loss with phage present. growth absorbance. inhibition, % at 11.9 µM. 0.26% of 360,000 active; in the data active = inhibition above about 11%
Wnt act: activators of Wnt/beta-catenin signaling | Wnt/beta-catenin reporter cell assay, activator, plate reader | activation, % at 9.35 µM | 1.2% of 300,000 active | AID 743398; in the data active = activation above about 30%, passing the limit was not always enough;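 also: 0% = neutral control wells and 100% = positive control wells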
Ecoli viability: reduces bacterial viability in AddAB counter-screen. E. coli V3065 growth, OD600 absorbance, 18 h. inhibition, % at 11.9 µM. 0.27% of 330,000 active. AID 449728;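 active = inhibition above the campaign's mean inhibition across all tested compounds plus 3 SD, cut at about 9.9% in these data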;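 also: uninfected addAB+ strain grown without phage in ampicillin broth; 0% = DMSO wells and 100% = ciprofloxacin 0.95 µg/ml wells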
Starred values were filed as active, the others as inactive; nt = no result given; & = joins results of further samples. Not a hit list (roughly 3.6% active in at least one column).

SMILES	SR-BI HDL uptake	Tat export inh	AddAB inh	CAL PDZ FP-1	SR-BI uptake up	CAL PDZ FP-2	MITF TRPM1 HTS	phage Ecoli inh	Wnt act	Ecoli viability
CC1CCCCC1NC(=O)COC(=O)Cc1ccc(Br)cc1 (centres undefined)	-5	-4	-1.6	-0.3	5	nt	5	0.8	-2	1.5
Cc1onc(-c2c(Cl)cccc2Cl)c1NC(=O)N(C)N	-13	20	3.1	-0.9	13	-3	2	1.6	-1	-0.3
C[C@@H]1COC(=O)[C@H](Cc2ccc(F)cc2)C/C=C\C[C@@H](CC(=O)N[C@H](CO)Cc2ccccc2)C(=O)N1	-33	1	1.4	-0.3	33	0	0	2.7	-1	1.1
C/C(=N/NS(=O)(=O)c1ccc(C)cc1C)c1ccc2c(c1)OCO2	-14	9	3.8	-0.3	14	1	-16	-0.5	0	0.8
Cc1[nH]nc2c1C(c1ccc(F)cc1)C1=C(CC(C)(C)CC1=O)N2 (centres undefined)	-32	5	0.8	-4.3	32	-3	nt	2.2	nt	0.1
COc1ccc(N=Cc2c(C)[nH][nH]c2=O)cc1	-24	-6	0.2	-0.5	24	-2	4	3.0	9	1.8
CN1CCc2c(OCC(=O)N3CCCc4ccccc43)cccc2C1=O	-17	-9	-0.4	-1.8	17	-3	5	3.5	0	-2.4
Cc1c(N2C(=O)CSC2c2ccc([N+](=O)[O-])cc2)c(=O)n(-c2ccccc2)n1C (centres undefined)	-10	-1	1.6	0.2	10	nt	nt	0.1	4	1.1
Cc1cccc(C(=O)N2CCNC(=O)C2CC(=O)Nc2cccc(Cl)c2)c1 (centres undefined)	-11	-1	-0.1	-0.9	11	-8	13	1.8	-2	2.3
C[C@@H]1CN([C@H](C)CO)C(=O)c2cccc(NC(=O)Nc3ccc(C(F)(F)F)cc3)c2O[C@H]1CN(C)S(=O)(=O)c1cccs1	0	-1	0.6	-2.0	0	-3	-14	0.9	-11	1.1
O=c1oc(C2(O)CCCCC2)cc2ccccc12	-17	4	0.8	-0.6	17	0	5	2.6	-1	-0.2
Cn1c(SCc2cc(=O)[nH]c3ccccc23)nnc1-c1ccco1	-28	4	0.2	nt	28	1	-7	2.6	nt	-0.6
CCCCN(CC)C(=O)Cn1ncc2c1-c1cc(C)ccc1OC2	-5	-10	-4.2	-1.3	5	nt	nt	2.0	2	-1.9
COCCCNC(=O)/C=C/c1cccc(Cl)c1	-14	-16	-0.3	-1.3	14	nt	19	3.1	nt	0.3
CC(=O)c1ccc2c(c1)N(CCCN1CCC(CCO)CC1)c1ccccc1S2	-10	-13	-3.3	1.2	10	2	3	4.1	7	-1.5

Of the compounds above, 3 have an NH in an aromatic ring.
SMILES	SR-BI HDL uptake	Tat export inh	AddAB inh	CAL PDZ FP-1	SR-BI uptake up	CAL PDZ FP-2	MITF TRPM1 HTS	phage Ecoli inh	Wnt act	Ecoli viability
Cc1[nH]nc2c1C(c1ccc(F)cc1)C1=C(CC(C)(C)CC1=O)N2 (centres undefined)	-32	5	0.8	-4.3	32	-3	nt	2.2	nt	0.1
COc1ccc(N=Cc2c(C)[nH][nH]c2=O)cc1	-24	-6	0.2	-0.5	24	-2	4	3.0	9	1.8
Cn1c(SCc2cc(=O)[nH]c3ccccc23)nnc1-c1ccco1	-28	4	0.2	nt	28	1	-7	2.6	nt	-0.6

Remaining list, next part.
SMILES	SR-BI HDL uptake	Tat export inh	AddAB inh	CAL PDZ FP-1	SR-BI uptake up	CAL PDZ FP-2	MITF TRPM1 HTS	phage Ecoli inh	Wnt act	Ecoli viability
CCCOP(=O)(OCCC)C(Nc1cccc(C(F)(F)F)c1)c1ccc(C)cc1 (centres undefined)	8	12	1.3	-0.6	-8	5	3	1.5	nt	2.1
NC(=O)COC(=O)CC1CC2CCC1C2 (centres undefined)	-26	-8	2.2	-0.7	26	-4	5	2.8	1	-0.2
COc1cc2[nH]c(=O)n(Cc3ccccc3Cl)c(=O)c2cc1OC	15	-3	0.4	-1.3	-15	6	-8	2.2	-4	-3.1
COc1ccc(/C=N\NC(=O)C2CCCC2)cc1Br	-3	6	0.3	-0.3	3	nt	63	0.9	6	0.5
COc1ccc(/C=C2\SC(=O)NC2=S)cc1OC	2	7	1.0	-1.9	-2	-2	11	3.6	-3	-0.5
Cc1nn(S(=O)(=O)c2ccc(Cl)cc2)c(C)c1S(=O)(=O)N1CCOCC1	-5	-7	4.2	-3.4	5	-6	0	-0.9	0	2.5
O=c1[nH]cnc2c1sc1nc(-c3ccccc3)c3c(c12)CCCC3	-17	-5	2.9	-1.8	17	1	-7	5.6	0	0.4
Cn1ncc(C#N)c1/N=C/N1CCCCCC1	-24	0	3.0	-0.3	24	3	nt	2.0	5	0.2
Cc1cc2nc(/C=C/c3cccnc3)[nH]c2cc1C	-2	-6	nt	-2.0	2	-4	nt	2.2	0	nt
CCN(c1ccccc1)S(=O)(=O)c1ccc2c(c1)CC(C)N2C(=O)C1CC1 (centres undefined)	9	1	1.6	-1.0	-9	2	-2	1.3	2	0.8
O=C(CN1C(=O)NC2(CCCCCCC2)C1=O)Nc1ccc(OC(F)F)cc1	-1	0	0.2	0.3	1	-7	nt	4.4	-9	-0.7
CN(C)S(=O)(=O)c1cc(NC(=O)c2ccc(-n3ccnc3)c([N+](=O)[O-])c2)ccc1Cl	63	-2	1.0	-1.2	-63	nt	-40	-0.1	-2	-3.0
CN(C(=O)COc1ncnc2c1cnn2-c1ccccc1)C1CCCCC1	-20	-4	-0.2	-6.1	20	-5	2	-0.4	1	-1.1
Cc1ccc(CS(=O)(=O)CC(C)(O)c2ccccc2)cc1 (centres undefined)	2	6	-2.4	-0.8	-2	16	-3	3.7	2	0.6
S=c1[nH]nc(-c2ccc(Br)cc2)n1Cc1ccco1	1	-4	2.5	-0.8	-1	-2	-11	3.0	-1	-1.3
CC(C)CNC(=O)COc1ncnc2ccccc12	-41	17	2.0	-0.8	41	0	3	1.8	nt	1.3
CCN1CCN(CCNC(=O)c2ccc(CS(=O)(=O)c3c(Cl)cccc3Cl)o2)CC1	5	4	2.5	0.1	-5	-4	-5	0.0	0	-1.9
Cc1ccc2nc(N3CC(C)OC(C)C3)nc(-c3ccccc3)c2c1 (centres undefined)	-2	-2	1.2	-1.0	2	-3	-12	2.5	0	2.1
Cc1ccsc1/C=N/NC(=S)NCCc1ccccc1	-7	-1	1.4	-4.8	7	-4	3	-2.2	-1	1.6
COc1ccc(C(=O)NNC(=S)NC(=O)c2ccco2)cc1	-3	3	1.9	0.6	3	-2	nt	-1.6	-1	-1.1
Cc1cc(SCC(=O)N(C)c2c(N)n(Cc3ccccc3)c(=O)[nH]c2=O)nc2ccccc12	-10	5	3.0	0.9	10	-3	4	-0.8	-1	-3.5
O=[N+]([O-])c1cc(-c2nc(-c3ccncc3)no2)cc([N+](=O)[O-])c1	-13	4	6.4	-0.6	13	-4	-33	2.8	nt	-0.7
Cc1ccc(/C=N/NC(=O)c2cc3c(s2)CCCC3)o1	42	-2	3.3	0.1	-42	0	35	0.2	17	1.2
CC(C)OC(=O)CC(NC(=O)OC(C)(C)C)c1ccccc1 (centres undefined)	nt	nt	0.5	nt	nt	nt	nt	0.2	-2	2.9
COc1ccc(OC)c(C2C(C#N)=C(N)Oc3cc(N)ccc32)c1 (centres undefined)	-4	3	0.5	-0.3	4	-2	nt	2.8	4	2.8
Cc1nn(C)cc1S(=O)(=O)Nc1ccc(F)c(F)c1	-5	3	0.2	1.1	5	0	-6	0.7	2	2.6
CCC(C)Sc1ccc(-c2nc3cc(C)ccn3c2NC2CCCCC2)cc1 (centres undefined)	81*	-4	5.8	-0.4	-81	0	44	6.1&5.3	0	2.2
CCOC(=O)[C@@H]1[C@H]2COc3cc(OC)ccc3[C@@H]2N2C(=O)N(c3cccc(C)c3)C(=O)[C@]12C	-37	5	1.7	1.2	37	-1	-1	3.1	-3	-0.9
CN(Cc1cccs1)C(=O)c1cc(S(=O)(=O)N2CCOCC2)ccc1F	-28	2	2.4	-0.8	28	-9	13	3.7	2	2.6
CNC(=O)c1cc2c(cn1)[nH]c1ccccc12	4	-7	3.1	-2.6	-4	-4	41	3.2	16	1.7
COc1ccccc1-c1coc2c(CN3CCCC(C)C3)c(O)ccc2c1=O (centres undefined)	nt	-1	-1.5	0.3	nt	-1	-2	-3.3	0	-0.5
COC(=O)C1=C(C)N(C)C(C)=C(C(=O)OC)C1c1cccc(Br)c1	10	-6	3.0	0.2	-10	6	-9	2.7	nt	-1.5
O=c1cc(O)c2c(=O)n(-c3ccccc3)c3c(c2o1)CCCCC3	-35	6	0.8	-3.4	35	-5	15	3.2	nt	-1.6
Cc1nc(Sc2ccc(Br)cc2)c(C#N)c(C)c1[N+](=O)[O-]	13	-4	-0.5	-0.9	-13	nt	22	2.4	20	-2.6
Cc1c(-c2ccc(Br)cc2)[n+](=O)c2c(n1[O-])CCCC2	-29	-3	1.6	-0.8	29	4	-6	1.9	0	-1.0
CC1CCN(S(=O)(=O)c2ccc3[nH]c(=O)[nH]c3c2)CC1	2	-5	1.2	-0.6	-2	-2	-2	1.4	-1	1.0
O=C(CC1C(=O)NCCN1C(=O)Nc1ccc(F)cc1)Nc1ccc(F)cc1 (centres undefined)	-5	7	0.2	-0.4	5	1	1	-2.1	-1	0.4
O=C1OCC/C1=C\c1ccc(O)cc1	nt	4	-0.7	-0.3	nt	-2	1	-0.2	2	-2.1
Cc1cccc(C(=O)NC(NCCc2ccccc2)C(Cl)(Cl)Cl)c1 (centres undefined)	-8	-6	2.8	-0.3	8	-6	2	2.6	-7	1.4
Cc1cc(NC(=O)CCC(=O)N(CC(=O)NCC2CCCO2)c2ccccc2C)no1 (centres undefined)	-12	-3	0.4	-0.4	12	-3	nt	2.1	14	-2.8
O=C(O)c1cc(S(=O)(=O)N2CCCc3ccccc32)ccc1Cl	-4	3	nt	-0.5	4	0	13	-0.2	0	nt
CC(=O)Nc1cccc(OCCCOc2ccc([N+](=O)[O-])cc2)c1	4	-4	-1.9	-0.1	-4	-3	19	1.4	1	-0.7
O=C(Nc1cccc(C(=O)N2CCOCC2)c1)c1ncn[nH]1	-31	-13	2.1	0.0	31	3	1	2.0	nt	-0.7
Cc1cc(C)c(NC(=O)COc2nncc3ccccc23)c(C)c1	-18	-5	0.5	-1.8	18	-3	13	2.2	nt	-1.4
Cc1ccc2nc(N(CCCN(C)C)C(=O)c3ccc(S(=O)(=O)N4CCCCCC4)cc3)sc2c1	26	21	-1.0	-1.0	-26	-2	0	3.1	-2	-0.4
O=C(COC(=O)/C=C/c1cccc(F)c1)Nc1ncccn1	-11	-6	3.9	-0.9	11	-3	11	0.1	1	-0.5
C=CCn1c(C)nnc1SCC(=O)Nc1cc(S(=O)(=O)N2CCCC2)ccc1Cl	10	2	nt	-1.8	-10	-3	-1	2.9	-3	nt
O=CN(Cc1nc2ccccc2[nH]1)c1ccc(C(=O)O)cc1	-17	-5	nt	-0.3	17	-2	8	-0.9	-3	nt

Screening results (PubChem)
